Bioassay records (PubChem BioAssay)
D1 potentiator = Potentiators of Human D1 Dopamine Receptor: qHTS; D(1A) dopamine receptor (Homo sapiens), P21728; potentiation, % at 10 µM; HEK293 TREx D1 cells, calcium flux, dopamine EC20 potentiation; AID 504651, 2011; actives 0.036% (n = 360,000); in the data active means potentiation above about 30%; further: 0% is about no effect
RXFP1 antagonist = qHTS Assay for Antagonists of the Relaxin Receptor RXFP1; activity change, negative = inhibition, % at 57.5 µM; actives 0.59% (n = 350,000); Relaxin receptor 1 (Homo sapiens), Q9HBX9; HEK293-RXFP1, relaxin-stimulated cAMP HTRF, 30 min; active compounds read low;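 active means activity change of -60% or lower, but not beyond a set lower limit; inconclusive means change between -60% and -40%, or beyond the set limit; inactive means change above -40%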; further: on the % scale 0 is the no-effect control and ±100 the full control effect
Vif-A3G inh = qHTS for Inhibitors of Vif-A3G Interactions: qHTS; Potency, µM (series often up to 46.1 µM), for inactives: top-dose activity, negative = active, actives largely listed as inhibitors; actives 0.076% (n = 410,000); AID 602310, 2012; HeLa A3G-eYFP + Vif (tagged APOBEC3G with the HIV-1 protein that degrades it), YFP fluorescence, overnight; DNA dC->dU-editing enzyme APOBEC-3G (Homo sapiens), Q9HC16;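 further: potency means the concentration at half of the fitted maximal effect; on the % scale 0 is the no-effect control and ±100 the full control effect; nearly all actives have a fitted effect of over 60% in size; hits raise eYFP signal because A3G escapes Vif-driven loss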
Target sequence (Q9HC16 whole entry, looked up): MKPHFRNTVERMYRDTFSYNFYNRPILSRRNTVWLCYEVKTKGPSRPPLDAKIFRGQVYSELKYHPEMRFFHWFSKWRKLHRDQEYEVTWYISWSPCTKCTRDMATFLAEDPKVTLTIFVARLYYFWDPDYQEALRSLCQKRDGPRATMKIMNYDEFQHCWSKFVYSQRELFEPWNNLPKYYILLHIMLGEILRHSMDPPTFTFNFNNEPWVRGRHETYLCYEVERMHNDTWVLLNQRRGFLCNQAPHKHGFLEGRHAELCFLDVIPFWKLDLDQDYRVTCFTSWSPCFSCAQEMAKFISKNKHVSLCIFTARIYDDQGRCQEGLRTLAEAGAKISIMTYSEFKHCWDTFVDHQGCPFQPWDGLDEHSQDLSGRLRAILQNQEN
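Read-out is eYFP fluorescence (Ex 488/Em 500-530) from Vif-expressing HeLa A3G-eYFP cells; more signal means A3G escaped Vif-mediated degradation. Cells plated overnight, compound pinned in, incubated overnight at 37 deg C.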
D1 ag = Allosteric Agonists of the Human D1 Dopamine Receptor: qHTS. D(1A) dopamine receptor (Homo sapiens), P21728. HEK293 T-REx D1 cells, calcium flux, agonist mode. activation, % at 2 µM. actives 1% (n = 360,000). AID 504660, 2011; in the data active means activation above about 30%; further: 0% is about no effect
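Agonism was scored from calcium flux recorded over 180 s (1 read/s) after pintool compound addition, following a 10-cycle baseline. Cells were inducible force-coupled HEK293 TREx D1, plated overnight at 30 C and loaded with no-wash calcium dye.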
D1 antagonist = Antagonist of Human D 1 Dopamine Receptor: qHTS; AID 504652, 2011; activity change, negative = inhibition, % at 10 µM; actives 3.2% (n = 360,000); HEK293 TREx D1 cells, calcium flux, dopamine EC80; active compounds read low; D(1A) dopamine receptor (Homo sapiens), P21728; in the data active means activity change below about -30%; further: on the % scale 0 is the no-effect control and ±100 the full control effect
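After overnight tetracycline induction at 30 C, force-coupled D1 HEK293 cells took up a no-wash calcium dye at room temperature. Compounds were added and monitored 180 s, and the response to EC80 dopamine was then recorded.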
D2 potentiator = HTS Assay for Positive Allosteric Modulators of the Human D2 Dopamine Receptor: Primary Screen for Potentiators. D(2) dopamine receptor (Homo sapiens), P14416. HEK293 T-REx D2, calcium flux, EC20 dopamine potentiation. potentiation, % at 10 µM. actives 0.34% (n = 340,000);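 active means potentiation over 3 SD above the plate norm, cut at about 30% in these data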; further: 0% is about no effect
Target sequence (P14416 whole entry, looked up): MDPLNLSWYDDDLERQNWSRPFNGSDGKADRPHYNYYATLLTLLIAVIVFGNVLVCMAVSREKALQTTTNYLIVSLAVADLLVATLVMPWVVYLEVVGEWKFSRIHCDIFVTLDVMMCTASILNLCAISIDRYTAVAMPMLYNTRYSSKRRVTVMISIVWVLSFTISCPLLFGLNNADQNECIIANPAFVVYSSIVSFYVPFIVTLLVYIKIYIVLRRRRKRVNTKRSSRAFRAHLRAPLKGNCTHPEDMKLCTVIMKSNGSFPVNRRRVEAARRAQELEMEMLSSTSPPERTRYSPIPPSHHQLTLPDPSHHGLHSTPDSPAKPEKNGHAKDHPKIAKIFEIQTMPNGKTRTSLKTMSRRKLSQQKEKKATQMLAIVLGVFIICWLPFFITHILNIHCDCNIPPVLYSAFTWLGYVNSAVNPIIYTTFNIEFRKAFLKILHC
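Tetracycline-induced Hek293 Trex D2 cells, force-coupled to calcium, loaded with no-wash calcium dye. Compound added with 180 s kinetic read for agonism, then EC20 dopamine and a further 180 s read for potentiation.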
Glioma ERSR ind = qHTS for Inducers of the Endoplasmic Reticulum Stress Response (ERSR) in Human Glioma: qHTS; Potency, µM, without a hit: top-dose activation, hits mostly activators; actives 0.02% (n = 420,000); AID 602332, 2012; U87-MG GRP78 promoter luciferase reporter, 16 h; further: potency means the concentration at half of the fitted maximal effect; series mostly up to about 76 µM; % of control where 0% means no effect; nearly all actives have a fitted effect of over 35% in size
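Stably transfected U87-MG glioma cells carrying a GRP78-based luciferase sensor; 16 h compound incubation. Luminescence end-point read 10 min after Bright-Glo addition at room temperature.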
Vif-APOBEC3F blk = qHTS for Inhibitors of Vif-A3F Interactions: qHTS | HeLa A3F-eYFP + Vif (tagged APOBEC3F with the HIV-1 protein that degrades it), YFP fluorescence increase | Potency, µM (doses to about 46.1 µM), for the others: top-dose activity, negative = active | actives 0.2% (n = 390,000); further: potency means the concentration at half of the fitted maximal effect; % of control where 0% means no effect; nearly all actives have a fitted effect of over 65% in size
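HeLa cells stably expressing Vif plus C-terminally eYFP-tagged A3F were seeded, incubated overnight at 37 deg C, dosed with compound, incubated overnight again at 37 deg C. Yellow fluorescence (Ex 488/Em 500-530) reported blocked Vif-mediated A3F-eYFP degradation.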
RXFP1 agonist = qHTS Assay for Agonists of the Relaxin Receptor RXFP1; Relaxin receptor 1 (Homo sapiens), Q9HBX9; AID 2676, 2010; actives 0.3% (n = 370,000); HEK293T-RXFP1 cAMP TR-FRET, 30 min; response scale: percent of porcine relaxin response, buffer zero; Potency, µM (top dose mostly 57.5 µM), inactives show at the top dose activation, usual class: activators; further: potency means the concentration at half of the fitted maximal effect; on the % scale 0 is the no-effect control and ±100 the full control effect; nearly all actives have a fitted effect of over 60% in size; many of its hits are not listed in these tables
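HEK293T cells stably expressing RXFP1 were pretreated with the PDE4 inhibitor Ro 20174, exposed to compounds for 30 min at 37C, lysed, and cAMP was read by TR-FRET. Data normalized to buffer (basal) and 29 nM porcine relaxin (100%).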
Numbers without * were called inactive; ? = inconclusive; nt = not tested or not shown. Unless noted, the call rests on the fitted dose curve; in most records, active means well fitted curve in the direction sought with a large enough effect; inconclusive means small, poorly fitted or top-dose-only effect, or another doubt; inactive means no such curve, though single readings can be large; an effect the other way counts as inactive or inconclusive. Some of the compounds tested; count on the stated rates, not on these rows.

SMILES | D1 potentiator | RXFP1 antagonist | Vif-A3G inh | D1 ag | D1 antagonist | D2 potentiator | Glioma ERSR ind | Vif-APOBEC3F blk | RXFP1 agonist
Cc1ccc(C(=O)OCC(=O)NC2CCCC(C)C2C)s1 (stereo not given) | nt | 1 | -2% | nt | nt | nt | -5% | -2% | nt
COc1ccc(OC)c(N(CC(=O)NCCc2ccc(OC)c(OC)c2)S(=O)(=O)c2ccccc2)c1 | -5 | 1 | -3% | 1 | 15 | -5 | -1% | -5% | 4.0%
Cc1ccc(S(=O)(=O)N(C)C)cc1NC(=O)COC(=O)CCC1CCCCC1 | -4 | 4 | 0% | 5 | -39* | -7 | -2% | -13% | -0.8%
Cc1cccc(/C=N/NC(=O)c2cc(Br)ccc2O)n1 | -5 | -11 | 0% | 11 | -4 | -1 | 9% | -17% | -3.6%
CCCOc1ccc(-c2cnc(N)s2)cc1 | -2 | 13 | 0% | 1 | -2 | 7 | 3% | -8% | -0.3%
Cc1cccc(C(=O)N2CCc3cc(CNC(=O)c4cc5ccccc5[nH]4)ccc32)c1 | -2 | -5 | 3% | 5 | -7 | -14 | -3% | 5% | -1.8%
CCCc1nnc(SCC(=O)NC2CCCCC2)n1CCOC | -4 | -2 | 1% | 2 | 4 | 3 | 0% | 2% | 2.7%
CCOC(=O)CSc1nnc(-c2ccccc2NC(=O)c2ccccc2)o1 | -1 | -9 | 1% | 3 | -9 | 0 | -2% | 2% | 3.5%
O=C(CCCn1c(=S)[nH]c2ccsc2c1=O)NCc1ccco1 | 0 | -78* | -4% | 4 | -3 | 13 | 0% | -3% | 7.2%
Cc1ccc(CN2CCN(Cc3cccn3-c3nccs3)CC2CCO)cc1 (stereo not given) | -1 | -15 | 1% | -1 | 7 | -24 | 2% | 5% | -2.1%
Cc1cc(-c2ccc(C)c(S(=O)(=O)Nc3ccc(S(N)(=O)=O)cc3)c2)on1 | 0 | -10 | 1% | 1 | 24 | -14 | -4% | 7% | -0.1%
COC(=O)Cc1ccc(NC(=S)NCCSc2ccc(Cl)cc2)cc1 | -16 | -22 | 1% | 3 | -25 | 5 | -4% | -17% | 0.0%
O=C(O)c1cc(-c2ccc(/C=N/NC(=S)Nc3ccccc3)o2)ccc1Cl | 4 | -14 | 2% | 3 | 5 | 2 | 3% | -2% | 0.5%
Cc1ccc(C)c(-c2cc(C(=O)NNC(=S)NCC(C)C)c3ccccc3n2)c1 | -8 | ? | -2% | -2 | 10 | 2 | -4% | -20% | 0.6%
CCOC(=O)c1cc(CC)sc1NC(=O)COC | -1 | 6 | -6% | 4 | 16 | 4 | -2% | 0% | -1.4%
C#CCN(C#N)c1nc(NCC)nc(NC(C)C)n1 | 6 | -22 | -5% | 3 | 3 | -2 | -1% | -2% | 1.2%
COC(=O)C1=C(N)OC2=C(C(=O)CC(C)(C)C2)C1c1cccnc1 (stereo not given) | -5 | -2 | -1% | 2 | 33 | -9 | -4% | 6% | 0.5%
CCOC(=O)N1CCC(=NNC(=O)COc2ccc(C#N)cc2)CC1 | -4 | -7 | 0% | 0 | 11 | nt | -2% | 13% | 0.2%
COc1ccc(-n2nc(C(=O)NCC(=O)N3CC(C)CC(C)C3)c3ccccc3c2=O)cc1 (stereo not given) | -14 | 7 | -1% | 3 | -14 | -16 | 2% | 8% | 1.6%
COc1ccc(S(=O)(=O)c2c(C(=O)c3ccc(C)c(C)c3)cnc3ccc(C)cc23)cc1 | -2 | 2 | -12% | 9 | 10 | -6 | -2% | -6% | 0.4%
O=C(/C=C/c1ccc2c(c1)OCO2)Nc1nc2ccc(F)cc2s1 | 7 | 3 | -1% | 3 | 3 | nt | 1% | 2% | 0.7%
CCCCCNC(=O)c1ccc2c(=O)[nH]c3c(C(=O)NCC4CCCO4)sc(=S)n3c2c1 (stereo not given) | 0 | -9 | -1% | 1 | -3 | -6 | -3% | 0% | 0.2%
Cc1nc(S(=O)(=O)c2ccc(Cl)cc2Cl)nc2c1CCC2 | nt | 9 | 6% | nt | nt | nt | -1% | 1% | -0.3%
Oc1ccc(-c2cnc3ccccc3n2)cc1 | nt | 6 | -10% | nt | nt | nt | -4% | 3% | nt
Cc1ccc(Cl)cc1N1CCN(C(=O)c2ccc(CS(=O)(=O)c3ccccc3C)o2)CC1 | 0 | nt | -4% | 3 | -3 | -4 | -2% | 0% | 1.1%
COc1cccc(C2CC(=O)Nc3c2c(=O)[nH]c2ncnn32)c1 (stereo not given) | -3 | -4 | 1% | 1 | 2 | 24 | 1% | 2% | 2.7%
Cc1c(CC=C(Cl)Cl)c(=O)[nH]c2c(C)cccc12 | 5 | 4 | 0% | 3 | -8 | 0 | -3% | -8% | -0.2%
CC(C)(C)C(=O)NC1(C(F)(F)F)NC(=O)N(Cc2ccccc2)C1=O (stereo not given) | -1 | -3 | 1% | 1 | -7 | 5 | -5% | 11% | -5.7%
COc1ccc(CNC(=O)Nc2cc(C)cc(C)c2)cc1 | 5 | 0 | 1% | 7 | 1 | 10 | 6% | -4% | -0.9%
COc1cc(N=Cc2c(O)c3ccccc3oc2=O)c(OC)cc1Cl | 0 | 8 | -3% | 4 | -29 | -5 | -2% | 1% | 0.1%
CCc1noc(C)c1C(=O)N1CCN(c2cccc(Cl)c2)CC1 | nt | 6 | 6% | nt | nt | nt | -3% | -6% | nt
CN(C)S(=O)(=O)N(CC(=O)N1CCOCC1)c1ccccc1 | -7 | 8 | 1% | 0 | 3 | -8 | 0% | -1% | -1.0%
Cc1c(C(=O)NCCN2CCOC2=O)oc2c(F)cccc12 | -5 | 1 | 8% | 4 | 17 | 2 | 5% | -22% | 3.0%
COc1cc2[nH]c3c(N4CCN(c5ccc(Cl)cc5)CC4)ncnc3c2cc1OC | -3 | -21 | 0% | 2 | 2 | 6 | 0% | -1% | 3.5%
O=c1[nH]n(-c2ccc([N+](=O)[O-])cc2)c(=O)c2ccccc12 | -1 | 0 | 1% | 1 | -5 | -7 | -3% | 11% | 0.3%
CCCn1nc2cc(C(=O)NCc3ccc(C)cc3)ccc2c1OCC | 2 | nt | -1% | 3 | -1 | -4 | -3% | 7% | 0.8%
Cc1cccn2c(CNCCSc3nccn3C)c(C(=O)N3CCCCC3)nc12 | 3 | -6 | 7% | 0 | 9 | -2 | 1% | -19% | -0.2%
O=P(CCNCc1ccco1)(c1ccccc1)c1ccccc1 | 0 | 0 | 0% | 3 | 0 | -2 | 0% | 3% | 0.1%
COc1ccc(C(=O)OCC(=O)Nc2ccc(OC)c(S(=O)(=O)N3CCCCC3)c2)cc1[N+](=O)[O-] | -1 | -4 | 3% | 3 | -3 | 3 | 0% | -16% | 0.2%
O=C(Nc1ccccc1C(=O)N1CCCCCC1)c1ccccc1 | 5 | -2 | -5% | 3 | 12 | 2 | -4% | 4% | -0.7%
CC(Oc1ccc(F)cc1)C(=O)Nc1nc(-c2ccc(F)cc2)ns1 (stereo not given) | -1 | ? | 4% | 18 | -21 | -1 | -6% | -11% | -0.6%
COc1cccc2cc(C(C)=O)oc12 | -10 | -3 | 0% | 1 | -2 | 6 | -3% | 6% | -1.3%
Cc1ccc(S(=O)(=O)N2CCOCC2)cc1NC(=O)COC(=O)c1cncc(Br)c1 | nt | 1 | -4% | nt | nt | nt | -3% | -11% | nt
Cc1cccc(-n2ncc3c(NCc4ccco4)ncnc32)c1 | -6 | 3 | ? | 1 | -14 | -9 | 4% | -13% | 0.6%
O=C(O)c1ccc(N2C(=O)CC(SC(=NCc3ccc4c(c3)OCO4)Nc3ccc(F)cc3)C2=O)cc1 (stereo not given) | 14 | -6 | -15% | 10 | 36 | -3 | ? | -8% | 0.7%
Cc1n[nH]c(C)c1CCc1nc2c3ccccc3nc(SCC(=O)Nc3ccc(F)cc3)n2n1 | 0 | 3 | ? | 3 | -18 | nt | -11% | 3% | -1.7%
CC(C)c1ccc(S(=O)(=O)NC2CCCC2)cc1 | -2 | 4 | 0% | 2 | -19 | 3 | 0% | -3% | 0.2%
CC(=O)N1CCN(c2ccc(NC(=O)c3cccc(Cl)c3Cl)cc2)CC1 | -4 | 2 | -2% | 5 | -8 | 10 | 0% | -8% | 0.9%
NC(=O)CSc1nc2ccccc2n1Cc1ccccc1F | 7 | -11 | -1% | 6 | 0 | -4 | -5% | -21% | -0.9%
Cc1ccc2c(c1)cc(C(=O)NCc1ccccc1)n2C | -3 | -26 | -3% | 1 | 0 | 4 | -2% | 16% | 5.1%
O=C(O)c1ccc2c(c1)N(Cc1ccccc1)C(=O)c1ccccc1S2=O (stereo not given) | -2 | nt | 2% | -1 | -16 | nt | -3% | 3% | -2.0%
Cc1[nH]c2ccccc2c1-c1ccc(Cl)nn1 | -3 | 0 | 0% | 3 | 0 | -3 | -1% | -3% | -1.1%
CN1C(=O)C(CC(=O)Nc2ccccc2)S/C1=N/c1nccs1 (stereo not given) | -3 | -6 | -3% | 10 | -24 | nt | 3% | -6% | -0.7%
COc1cccc2cc(-c3nc(-c4cccs4)cs3)c(=O)oc12 | -3 | -11 | -16% | 10 | -6 | nt | 9% | ? | 5.6%
CCCCn1c(Cl)nc2c1c(=O)n(C)c(=O)n2C | -8 | -24 | 1% | 6 | 26 | -3 | -4% | 8% | 7.2%
Cc1ccc(CNC(=O)CSCc2ccccc2C)cc1 | 0 | -19 | 1% | 4 | 0 | nt | 2% | 7% | 2.0%
